Source: PubChem BioAssay
All columns: NCI-60 one-dose screen, growth in % after 48 h at 10 µM unless noted; 100 = growth as untreated, 0 = no growth, -100 = all killed.
HOP-62: HOP-62 NSCLC. 80,000 tested, 3.9% active. AID 1794735
UACC-62: UACC-62 melanoma | 81,000 tested, 5.4% active | AID 1794756
M14: M14 melanoma; 80,000 tested, 6.2% active; AID 1794745
EKVX: EKVX NSCLC; 71,000 tested, 3% active
HOP-92: HOP-92 NSCLC cells; 71,000 tested, 6.3% active; AID 1794738
A549/ATCC: A549/ATCC NSCLC. 81,000 tested, 3.7% active. AID 1794740
MALME-3M: MALME-3M melanoma; 78,000 tested, 5.8% active; AID 1794766
UACC-257: UACC-257 melanoma | 78,000 tested, 4.4% active
Starred values were filed as active, the others as inactive; / = not tested or not shown; & = joins results of further samples; ! = not active in a repeat. The calls were made as follows: active = growth percent below 10; inactive = the rest.

1: C=CCNC(=S)/N=C/C(C(=O)Nc1ccccc1OC)=C(\C)O
2: NC(=O)c1ccc(-c2nc(CSc3nc4ccccc4s3)no2)cc1
3: CCCN1C2CCC1/C(=C\c1ccc(OC)cc1)C(=O)/C2=C/c1ccc(OC)cc1
4: CC(=O)c1nc2ccccc2n1CCN1C(=O)NC2NC(=O)NC2C1=O (stereo not drawn)
5: [2H]C([2H])([2H])Oc1cccc(/C=C/C(=O)/C=C(O)/C=C/c2cccc(OC([2H])([2H])[2H])c2OC([2H])([2H])[2H])c1OC([2H])([2H])[2H]
6: C/C=C/c1cc2c(c(=O)o1)C(=O)[C@@H](O)[C@H](C)O2
screen / no.	1	2	3	4	5	6
HOP-62	97	90	89	97	103	101
UACC-62	96	102	50	78	87	81
M14	103	100	62	104	103	-3.1*
EKVX	102	102	78	110	87	95
HOP-92	89	90	58	/	93	/
A549/ATCC	90	95	73	109	97	97
MALME-3M	/	97	57	99	97	20
UACC-257	90	110	44	109	96	87

7: O=C(O)c1c2c(nc3ccccc13)Cc1ccccc1-2
8: CCOC(=O)/C(=C\c1ccc2c(c1)OCO2)c1ccccc1
9: CCOC(=O)C1=C(C)NC(=O)NC1c1ccc(OCc2cn(-c3ccc(S(N)(=O)=O)cc3)nn2)c(OC)c1 (stereo not drawn)
10: CC(=O)Oc1c(Br)cc2c(sc3[nH]c(=O)[nH]c(=O)c32)c1Br
11: Cc1ccc(NC(=O)CSc2nnc(COc3cnc4ccccc4n3)o2)cc1
12: OCC1CCCCO1 (stereo not drawn)
screen / no.	7	8	9	10	11	12
HOP-62	89&118	95	97	99	104	99
UACC-62	93&105	82	92	94	85	96
M14	96&92	118	103	101	86	99
EKVX	72&104	/	101	102	79	104
HOP-92	96&92	85	116	100	75	/
A549/ATCC	107&98	99	99	96	95	102
MALME-3M	87&105	125	116	101	96	109
UACC-257	103&86	99	93	96	95	101

13: CN1C[C@@H]2CN(c3cccc4c3C[C@H](CN(C)[C@H]3CCCc5cccnc53)NC4)C[C@@H]2C1
14: Cc1cc2cc(C3C(C#N)=C(N)Oc4n[nH]c(C)c43)c(Cl)nc2cc1C (stereo not drawn)
15: CN(C[C@H]1Cc2c(cccc2N2CCN3CCC[C@@H]3C2)CN1)[C@H]1CCCc2cccnc21
16: C=CCOc1c(OC)cccc1OC
17: CCOC(=O)C1C(=O)C=C(c2ccc3c(c2)OCO3)CC1c1sc(N(C)Cc2ccccc2)nc1Cl (stereo not drawn)
18: CCOC(=O)C1=C(O)C(=O)C(C(=O)OCC)C1 (stereo not drawn)
screen / no.	13	14	15	16	17	18
HOP-62	53	90	48	101	90	/
UACC-62	98	97	102	94	70	96
M14	78	97	57	106	93	106
EKVX	79	109	56	110	93	89
HOP-92	64	114	56	91	55	131
A549/ATCC	64	89	49	88	94	97
MALME-3M	117	106	99	108	94	102
UACC-257	92	102	93	87	86	96

19: NC1=C(Br)C(=O)c2ncccc2C1=O
20: CCN(C(=O)C(c1ccccc1)C(C(=O)N(CC)c1ccccc1)c1ccccc1)c1ccccc1 (stereo not drawn)
21: O=C(NCCc1ccc(O)c(O)c1)c1ccccc1Nc1ccnc(C(F)(F)F)c1
22: CCOC(=O)c1c(C)nc2c(c1N)CC(=O)N2CCc1ccc(OC)c(OC)c1
23: COC(=O)CCC(NC(=O)C(CCCCN)N(C(=O)OCc1ccccc1)C(=O)OCc1ccccc1)C(=O)OC (stereo not drawn)
24: CC1OCC2OC(O)C(O)C(O)C2O1 (stereo not drawn)
screen / no.	19	20	21	22	23	24
HOP-62	-73*	103	69	82	106	105
UACC-62	-96*	107	91	91	116	115
M14	-89*	103	105	100	103	96
EKVX	-14*	104	/	89	/	106
HOP-92	34	103	85	96	/	90
A549/ATCC	-53*	105	101	93	100	111
MALME-3M	-86*	112	92	107	96	100
UACC-257	-58*	/	101	103	87	106

25: CNc1nc2ncncc2[nH]1
26: O=C(O)C[C@H](O)C[C@H](O)/C=C/c1c(C2CC2)nc2ccccc2c1-c1ccc(F)cc1
27: CC(Br)C(OC(=O)C(Cl)(Cl)Cl)c1cc2c(cc1Br)OCO2 (stereo not drawn)
28: Cc1ccc(=O)n(-c2ccc(Br)cc2F)c1
29: CC(C)S(=O)(=O)NC1=CN2CC=CC2CC1=O (stereo not drawn)
30: O=C(O)c1ccc(-n2cc(/C=N/Nc3ccc(Br)cc3)c(-c3ccc(F)c(F)c3)n2)cc1
screen / no.	25	26	27	28	29	30
HOP-62	80	85	88	94	89	88
UACC-62	103	20	/	101	115	40
M14	100	91	107	97	96	72
EKVX	98	94	94	99	92	63
HOP-92	95	-12*	92	77	89	90
A549/ATCC	75	105	79	99	78	79
MALME-3M	107	104	94	101	102	35
UACC-257	93	96	/	102	79	100

Some values from the entries so far:
MALME-3M result of CCN(C(=O)C(c1ccccc1)C(C(=O)N(CC)c1ccccc1)c1ccccc1)c1ccccc1 (stereo not drawn) = 112
UACC-62 result of C/C=C/c1cc2c(c(=O)o1)C(=O)[C@@H](O)[C@H](C)O2 = 81
M14 result of CC(=O)c1nc2ccccc2n1CCN1C(=O)NC2NC(=O)NC2C1=O (stereo not drawn) = 104
MALME-3M result of O=C(O)c1ccc(-n2cc(/C=N/Nc3ccc(Br)cc3)c(-c3ccc(F)c(F)c3)n2)cc1 = 35
HOP-62 result of C=CCOc1c(OC)cccc1OC = 101

The list continues.
31: COc1cc(/C=C2\C(=O)N(c3c(Cl)cccc3Cl)c3ccccc32)cc(OC)c1OCCCCn1c2ccccc2c(=O)c2ccccc21
32: CCOC(=O)c1cnnn1-c1cc(=O)[nH]c2ccccc12
33: COc1ccccc1-n1cc(C#N)c(N)c1C(C)=O
34: O=C(O)COc1cc(F)c(Cl)cc1Cl
35: O=C(CCCCn1ccc(=O)[nH]c1=O)Nc1ccc(O)c(C(=O)O)c1
36: CN/C(=C\[N+](=O)[O-])NCCSCc1csc(CN(C)C)n1
screen / no.	31	32	33	34	35	36
HOP-62	103	87	107	98	/	102
UACC-62	90	86	91	98	90	94
M14	96	97	105	98	100	102
EKVX	97	86	104	101	89	108
HOP-92	87	84	88	98	/	115
A549/ATCC	100	105	115	101	/	101
MALME-3M	88	82	89	99	89	143
UACC-257	112	108	111	94	103	103

37: Cn1c(O)c(C(/C=C/c2ccccc2)=NCCN=C(/C=C/c2ccccc2)c2c(O)n(C)c(=O)n(C)c2=O)c(=O)n(C)c1=O
38: CCC(C)C(N)C(=O)NNc1n[nH]c(=S)n1N (stereo not drawn)
39: O=S(=O)(O)C(O)c1cccnc1 (stereo not drawn)
40: C=CCO[C@H]1CO[C@H]2[C@@H]1OC[C@@H]2Oc1ccc(Nc2ccnc(Nc3ccc(O[C@H]4CO[C@H]5[C@@H]4OC[C@@H]5OCC=C)c(Cl)c3)n2)cc1Cl
41: CN(C)CC(=O)Nc1ccc(-n2cc(-c3ccncc3)c(-c3ccc(Cl)c(O)c3)n2)cc1
42: O=C(O)c1cn(C2CC2)c2cc(N3CCN(C(=O)c4cc(-c5ccc(Cl)cc5)nc5ccccc45)CC3)c(F)cc2c1=O
screen / no.	37	38	39	40	41	42
HOP-62	30	105	96	-26*	103	82
UACC-62	64	101	/	-92*	101	67
M14	72	100	102	/	79	84
EKVX	81	95	/	-71*	94	85
HOP-92	78	98	/	83	97	90
A549/ATCC	83	102	104	-61*	101	94
MALME-3M	79	101	/	-96*	83	107
UACC-257	87	99	102	107	103	107

43: Cc1cc2ccccc2c(C(=O)c2ccccc2)c1C
44: CCn1cc(C(=O)O)c(=O)c2cc(F)c(N3CCN(C(=O)c4ccccc4)C(C)C3)c(F)c21 (stereo not drawn)
45: O=c1n(C2OC(CO)C(O)C2O)ccc2nccn12 (stereo not drawn)
46: O=C(OCCO)c1ccc(O)c(O)c1
47: O=C1CSC(c2ccc3c(c2)OCO3)Nc2n[nH]c(-c3ccccc3)c21 (stereo not drawn)
48: Cc1ccc(N(C(=O)CCc2c[nH]c3ccccc23)[C@H](C(=O)Nc2ccc(Cl)cc2)c2cccc([N+](=O)[O-])c2)cc1
screen / no.	43	44	45	46	47	48
HOP-62	81	96	127	86	105	68
UACC-62	81	75	111	99	95	34
M14	90	90	105	99	103	78
EKVX	92	99	108	107	104	93
HOP-92	85	68	105	81	/	76
A549/ATCC	84	102	96	90	98	74
MALME-3M	112	95	112	76	131	99
UACC-257	81	103	100	93	97	90

49: COc1cc(NC(C)CCCN)c2nc(C)ccc2c1Oc1ccc(F)cc1 (stereo not drawn)
50: Cc1ccc(-c2nn(-c3ccccc3)cc2/C=C/C(=O)n2cnc3ccccc32)cc1
51: CC/C(=C(/c1ccc(Cl)cc1)c1ccc(OCCN(C)C)cc1)c1ccc(OC)cc1
52: Cc1oc(-c2ccccc2Cl)cc1C(=O)Nc1ccccc1
53: CCN1C(=O)N(CC)C2Nn3c(s/c(=C\c4ccccc4)c3=O)=NC21 (stereo not drawn)
54: CNC1=C([N+](=O)[O-])C(c2ccccc2O)C(C#N)=C(c2cccs2)O1 (stereo not drawn)
screen / no.	49	50	51	52	53	54
HOP-62	86	108	92	98	76	88
UACC-62	82	92	92	87	48	89
M14	62	104	82	105	65	93
EKVX	75	91	99	80	74	97
HOP-92	50	112	69	94	67	/
A549/ATCC	90	99	91	101	68	100
MALME-3M	72	104	92	100	72	53
UACC-257	66	97	96	104	74	78

An excerpt of these results, as a markdown table:
| cpd | compound | HOP-62 | UACC-62 | M14 | EKVX | HOP-92 | A549/ATCC | MALME-3M | UACC-257 |
| --- | --- | --- | --- | --- | --- | --- | --- | --- | --- |
| 53 | CCN1C(=O)N(CC)C2Nn3c(s/c(=C\c4ccccc4)c3=O)=NC21 (stereo not drawn) | 76 | 48 | 65 | 74 | 67 | 68 | 72 | 74 |
| 54 | CNC1=C([N+](=O)[O-])C(c2ccccc2O)C(C#N)=C(c2cccs2)O1 (stereo not drawn) | 88 | 89 | 93 | 97 | / | 100 | 53 | 78 |

Next section
55: O=C(c1ccccc1)C(Br)C(Br)c1cccc([N+](=O)[O-])c1 (stereo not drawn)
56: c1ccc(-c2nnc(Cn3cnnc3)o2)cc1
57: Cc1cc(O)c(C2=NN(c3ccc(S(N)(=O)=O)cc3)C(/C=C/c3ccccc3)C2)cc1Cl (stereo not drawn)
58: CC(=O)OC[C@H](O)[C@@]1(O)CC[C@H]2[C@@H]3CCC4=CC(=O)CC[C@]4(C)[C@H]3[C@@H](O)C[C@@]21C
59: COc1ccc(-c2nn(-c3ccccc3)cc2/C=C/C(=O)O)cc1
60: O=C(Nc1ccc([N+](=O)[O-])cc1Cl)c1cc(Cl)ccc1O
screen / no.	55	56	57	58	59	60
HOP-62	/	79	18	115	93	10.0*
UACC-62	81	92	-11*	104	84	-45*
M14	34	82	30	104	95	-34*
EKVX	101	114	69	87	95	6.5*
HOP-92	65	87	30	82	71	-12*
A549/ATCC	93	94	47	83	80	3.0*!
MALME-3M	-43*	93	25	96	88	-27*
UACC-257	20	/	65	110	76	3.1*

61: O=C1NC(=O)[C@H](CC(=O)n2cnc3ccccc32)N1
62: CC1OC2CC(=O)OC2C2=C1C(=O)c1c(O)cccc1C2=O (stereo not drawn)
63: Clc1ccc(-c2nn(-c3ccccc3)c3nccc(-c4cccs4)c23)cc1
64: CC1=C(C)C(=O)C(N2CCCCCC2)=CC1=O
65: O=c1oc(-c2ccc(Cl)cc2)nc2c(-c3ccc(Cl)cc3)nc3ccc(Cl)cc3c12
66: CSC1=C(C#N)C(N)=NNC(=Nc2ccccc2)S1
67: CCOc1cc(C#N)ccc1OC(C)=O
68: O=C(NNc1nc2cc(F)cc(F)c2n2cccc12)c1cccnn1
69: COc1ccc(C2=NN(C(C)=O)C(c3cn(-c4ccccc4)nc3-c3ccc(Cl)cc3)C2)cc1 (stereo not drawn)
screen / no.	61	62	63	64	65	66	67	68	69
HOP-62	86	-88*	106	103	128	91	98	28	-19*
UACC-62	104	-89*	98	96	102	91	95	9.5*	20
M14	99	-88*	99	96	95	102	101	7.1*	17
EKVX	97	-53*	107	105	92	100	116	9.2*	41
HOP-92	110	-92*	112	81	123	110	91	75	18
A549/ATCC	106	2.7*	102	112	101	112	81	18	14
MALME-3M	98	-77*	104	93	105	78	103	21	52
UACC-257	112	-79*	101	82	95	112	79	3.3*	66
